Rhodamine autofl = compound fluoresces in the rhodamine spectral region. AID 594. Rhodamine-region fluorescence, 547/598 nm, Tris buffer; hits give high values. max dye-equivalent concentration, M. 59,000 compounds, 0.05% hits; in the data active = max dye-equivalent concentration above about 11 nM; inconclusive = between about 1.1 nM and that limit
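A six-point rhodamine series on each plate calibrates the signal. Compounds sit in 100 mM Tris (pH 8.0) for 15 min at ambient temperature before imaging through 547 nm/598 nm filters.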
Caspase-7 inhib = blocks human caspase-7 allosterically or competitively | recombinant caspase-7, Ac-DEVD-AFC fluorescence rate | Potency, µM (top dose mostly 57.5 µM), for inactives: at the top dose activity change, negative = inhibition, hits mostly inhibitors | 75,000 compounds, 0.02% hits | P55210; active = well fitted inhibition curve with a large enough effect in the main read-out, with a control signal flat, not every such curve was filed as active; inconclusive = small, poorly fitted or top-dose-only effect, or a change in a side signal; also: potency is read from the fitted curve at half-maximal effect; % of control where 0% means no effect
Fluorescein fluor = compound fluoresces in the fluorescein spectral region; Compound autofluorescence, 480/540 nm, fluorescein-equivalent; hits give high values; AID 593; max fluorescein-equivalent concentration, M; 59,000 compounds, 0.91% hits; in the data active = max fluorescein-equivalent concentration above about 10 nM; inconclusive = between about 1.1 nM and that limit
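Normalized response (dye-equivalent concentration) derives from comparing each well's 540 nm emission, under 480 nm excitation, with plate-resident fluorescein standards. Compounds were held in 100 mM Tris, pH 8.0, for 15 min at room temperature.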
ERK AVP inh = blocks ERK signaling stimulated by vasopressin | 72,000 compounds, 0.99% hits | Potency, µM (highest dose often 57.5 µM), for inactives: at the top dose activity, negative = inhibition, most hits filed as inhibitors | HEK293-V1b, vasopressin-stimulated pERK AlphaScreen | AID 995; also: potency is read from the fitted curve at half-maximal effect; % is scaled to controls: 0 for no effect and ±100 for the full control effect; nearly all actives have a fitted effect of over 55% in size
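HEK293 cells stably expressing V1b receptor, preincubated 30 min at 37 °C with compound, then stimulated 5 min with 25 nM vasopressin. Phospho-ERK by AlphaScreen SureFire after 5 h RT; normalized to DMSO and vasopressin; AC50 by Hill fit.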
HEK293 cAMP cs = raises cAMP in parental HEK293 cells, TSHR agonist counter-screen | parental HEK293 CNG cAMP sensor, membrane potential fluorescence | Potency, µM (highest dose often 57.1 µM), for inactives: top-dose activation, actives largely listed as activators | 73,000 compounds, 2.5% hits | AID 938; also: potency is read from the fitted curve at half-maximal effect; % of control where 0% means no effect; nearly all actives have a fitted effect of over 55% in size
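Parental HEK 293 cells stably expressing a modified CNG channel (no TSHR) report cAMP rise as membrane depolarization. Membrane potential dye with 100 uM RO 20-1724 was loaded for 60 min at room temperature, then compound added for 30 min; fluorescence read at 590 nm.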
Tau fil binding = binds recombinant human tau filaments. recombinant tau filaments, thioflavin S fluorescence, 15 h; filaments grown with octadecylsulfate alongside compound. P10636. Potency, µM (top dose mostly 57.1 µM), without a hit: top-dose activity change, negative = inhibition. 71,000 compounds, 2% hits;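 also: potency is read from the fitted curve at half-maximal effect; % is scaled to controls: 0 for no effect and ±100 for the full control effect; actives lower thioflavin S fluorescence by blocking filaments or displacing dye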
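His-tagged recombinant human tau (exons 2, 3 and 10 included), 1 uM, was induced to fibrillize by 30 uM sodium octadecylsulfate with compound present. After 15 h at 37 C, thioflavine S fluorescence (ex 450, em 510 nm) was read.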
HADH2 inh = inhibitors of human HADH2 dehydrogenase; 73,000 compounds, 3.4% hits; recombinant HADH2, NADH fluorescence, beta-hydroxybutyryl-CoA; Potency, µM (top dose mostly 57.1 µM), inactives show at the top dose activity change, negative = inhibition, most hits filed as inhibitors; AID 886; also: potency is read from the fitted curve at half-maximal effect; % is scaled to controls: 0 for no effect and ±100 for the full control effect; nearly all actives have a fitted effect of over 60% in size; many of its hits are not listed in these tables
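Read-out: 360 nm excitation, 450 nm emission, kinetic over 4 min. Conditions: His-tagged human HADH2 20 nM, pH 9.0 Tris with Tween-20, 1 mM NAD+, 90 uM beta-hydroxybutyryl-CoA.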
Luciferase inh = blocks Photinus pyralis firefly luciferase activity; P08659; purified firefly luciferase, luminescence, 8 min; Potency, µM (series often up to 57.1 µM), inactives show top-dose activity change, negative = inhibition, usual class: inhibitors; 72,000 compounds, 2.2% hits; AID 411; also: potency is read from the fitted curve at half-maximal effect; % is scaled to controls: 0 for no effect and ±100 for the full control effect; nearly all actives have a fitted effect of over 40% in size
Target sequence (P08659 whole entry, looked up): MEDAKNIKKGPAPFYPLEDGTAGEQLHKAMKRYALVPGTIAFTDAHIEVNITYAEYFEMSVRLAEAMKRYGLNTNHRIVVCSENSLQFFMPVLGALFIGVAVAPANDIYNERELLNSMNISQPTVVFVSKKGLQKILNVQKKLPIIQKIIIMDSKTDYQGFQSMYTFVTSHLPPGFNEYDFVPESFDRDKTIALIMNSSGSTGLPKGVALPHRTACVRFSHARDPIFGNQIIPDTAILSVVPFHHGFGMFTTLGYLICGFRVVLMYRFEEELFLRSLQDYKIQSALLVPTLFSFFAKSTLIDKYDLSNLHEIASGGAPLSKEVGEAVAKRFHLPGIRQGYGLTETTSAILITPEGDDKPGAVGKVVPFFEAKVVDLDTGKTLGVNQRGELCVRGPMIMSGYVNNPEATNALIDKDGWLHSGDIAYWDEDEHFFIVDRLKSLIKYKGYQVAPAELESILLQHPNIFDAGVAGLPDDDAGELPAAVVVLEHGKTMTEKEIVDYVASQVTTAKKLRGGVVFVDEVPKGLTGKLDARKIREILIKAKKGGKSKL
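Compounds were tested as concentration series (qHTS) against purified P. pyralis luciferase with luciferin and 10 uM ATP in 50 mM imidazole pH 7.2, 50 mM KCl, 7 mM MgCl2, 0.01% Tween 20, 0.05% BSA. Luminescence was read after 8 min at ambient temperature.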
USP2a inhib = USP2a (human) protease inhibition; O75604; USP2a enzymatic assay, qHTS inhibition; Potency, µM (top dose mostly 38.3 µM), without a hit: at the top dose activity change, negative = inhibition, hits mostly inhibitors; 60,000 compounds, 0.1% hits; AID 927;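 also: potency is read from the fitted curve at half-maximal effect; nearly all actives have a fitted effect of over 60% in size; plate controls were DMSO for no effect and NEM full inhibition control for full effect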
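USP2 core (20 nM final) was preincubated with compound for 30 min at RT in 20 mM Tris-HCl pH 8.0, 2 mM CaCl2, 2 mM beta-mercaptoethanol; Ub-PLA2 (20 nM) plus NBD C6-HPC (20 uM) then added, fluorescence read after 2.5 h.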
TexasRed autofl = Texas Red region autofluorescence | Compound fluorescence, Texas Red channel, 547/618 nm; hits give high values | max dye-equivalent concentration, M | 59,000 compounds, 0.06% hits; in the data active = max dye-equivalent concentration above about 10 nM; inconclusive = between about 1.1 nM and that limit
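Texas Red-region profiling: compounds in 100 mM Tris pH 8.0 were read at 547/618 nm after 15 min at room temperature. Intensities were normalized against a six-point Texas Red standard series to give dye-equivalent concentration.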
Casp1 inh = caspase-1 (human) inhibition, allosteric or competitive; Potency, µM (doses to about 57.5 µM), for the others: at the top dose activity change, negative = inhibition, most hits filed as inhibitors; Caspase-1 enzyme, Ac-WEHD-AFC fluorogenic rate; 75,000 compounds, 0.03% hits; P29466;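 also: potency is read from the fitted curve at half-maximal effect; plate controls were vehicle for no effect and no substrate for full effect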
Target sequence (P29466 120-297 limits assumed): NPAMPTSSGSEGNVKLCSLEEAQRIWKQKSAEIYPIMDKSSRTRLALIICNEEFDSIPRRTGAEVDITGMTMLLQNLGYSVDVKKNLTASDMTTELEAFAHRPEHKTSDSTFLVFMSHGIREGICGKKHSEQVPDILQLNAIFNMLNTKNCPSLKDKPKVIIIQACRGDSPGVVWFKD
Target sequence (P29466 317-404 limits assumed): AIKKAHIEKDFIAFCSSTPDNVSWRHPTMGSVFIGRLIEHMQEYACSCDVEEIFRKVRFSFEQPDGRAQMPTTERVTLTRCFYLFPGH
Numbers without * were called inactive; i = inactive; ? = inconclusive; · = no result given; [ ] = remark or other dose. Unless noted, calls follow the shape of the dose curve; as a rule, active = well fitted curve in the direction sought with a large enough effect; inconclusive = small, poorly fitted or top-dose-only effect, or another doubt; inactive = no such curve, though single readings can be large; an effect the other way counts as inactive or inconclusive. A portion of the library; count on the stated rates, not on these rows.

SMILES | Rhodamine autofl | Caspase-7 inhib | Fluorescein fluor | ERK AVP inh | HEK293 cAMP cs | Tau fil binding | HADH2 inh | Luciferase inh | USP2a inhib | TexasRed autofl | Casp1 inh
O=C(c1ccco1)N1CCN(C(=O)c2cc3sccc3n2Cc2ccccc2)CC1 | i | -3.5% | ? | 6.0% | ? | 0.0% | 7.2% | -1.4% | 35.2%[activator] | i | -2.4%
Cc1cc(C)c2cc(CN(CCO)C(c3nnnn3Cc3ccc(F)cc3)C(C)C)c(=O)[nH]c2c1 (configuration not stated) | i | -2.8% | ? | 40.4%[activator] | ? | 0.0% | -2.2% | -0.6% | 5.0% | i | -8.4%
N#CC1=C(N)S[C@H](C(=O)C23CC4CC(CC(C4)C2)C3)[C@H]1c1ccncc1 | i | -14.4% | ? | -6.1% | 15.6% | -8.9% | ? | -6.3% | 33.8%[activator] | ? | -4.2%
CC(C)c1ccccc1S(=O)c1ccccc1C(C)(C)O (configuration not stated) | i | -2.5%[11.5 µM] | i | -7.7%[11.5 µM] | 4.0%[11.4 µM] | -1.5%[11.4 µM] | 4.7%[11.4 µM] | 0.1%[11.4 µM] | · | ? | -1.9%[11.5 µM]
CCn1c(CNC(=O)c2cccc(C)c2)nnc1SCC(=O)Nc1cccc(OC)c1 | i | 0.8% | ? | 8.2% | -0.7% | -10.5% | 1.7% | -1.4% | 24.8% | i | 0.8%
CCCCC(=O)Nc1ccc2c3c(cccc13)C(=O)N2CC | i | -5.9% | i | -4.5% | -5.3% | -5.3% | 5.5% | 0.8% | 12.1% | ? | -11.1%
NC(=O)C1CCN(CCC(=O)Nc2cccc(Cl)c2)CC1 | i | -0.2% | ? | 4.8% | 3.2% | -4.0% | 1.5% | 2.5% | -4.4% | i | -2.2%
CC(O)CN1C(=O)C(CC(=O)Nc2ccc(Cl)cc2)SC1=Nc1ccccc1 (configuration not stated) | i | -6.7% | i | 21.8% | -19.4% | 9.2% | -11.6% | -0.7% | 39.8%[activator] | i | -2.4%
CC1CCC(C(=O)O)NC1c1cccc(N2CCCC2=O)c1 (configuration not stated) | · | 1.3%[11.5 µM] | · | 11.8%[11.5 µM] | -3.3%[11.4 µM] | · | -7.4%[11.4 µM] | · | · | · | -1.5%[11.5 µM]
CC(C)CCn1cnc2c1c(=O)n(C)c(=O)n2C | i | 1.8% | i | -13.6% | 13.5% | 7.5% | 15.9% | 2.5% | 1.7% | i | -2.9%
Cc1ccccc1-c1ccc(Nc2ccc(C(=O)N3CCOCC3)cc2)nn1 | i | 0.2% | i | -2.1% | -4.6% | -2.5% | -4.7% | -3.0% | 12.8% | ? | 1.2%
CCOc1cc([C@H]2[C@@H]3CCCC[C@]3(O)CCN2CC(=O)NCc2ccco2)ccc1O | i | -1.6% | ? | -13.7% | 0.3% | -26.7% | -6.6% | 1.8% | 17.0% | i | -3.2%
Cc1cccc(C)c1NC(=O)CSc1nnc(CCCCCNC(=O)OC(C)(C)C)o1 | i | -0.9% | i | -8.2% | 4.0% | 0.7% | -7.2% | -3.7% | 4.2% | i | -1.1%
Cc1cccc(OCCSc2nnc(-c3ccoc3C)n2C)c1 | i | -0.3% | i | 17.5% | 27.4% | 10.3% | 10.2% | 0.2% | 1.3% | i | -1.0%
O=C(N1CCOCC1)N1CCN(c2ccccc2F)CC1 | · | 0.6% | · | -9.2% | 4.0% | 20.2% | 3.9% | -7.7% | · | · | 9.0%
CC1CCCN(C(=O)Cc2ccc(F)cc2)C1 (configuration not stated) | i | 0.1% | i | -13.8% | 6.0% | 3.4% | 6.3% | 0.5% | -0.9% | i | 1.1%
CSCCc1nc(SCC(=O)Nc2nnc(C)s2)[nH]c1C | i | -2.5% | i | -0.9% | 4.0% | 7.0% | -3.5% | 0.1% | -4.7% | i | -1.3%
CCOc1ccc(C(=O)N2CCN(Cc3ccccc3)CC2)cc1 | · | -1.5% | · | 77.1%[activator] | 14.4% | -8.9% | -20.1% | 0.4% | 7.2% | · | -0.6%
CCOC(=O)C1CCCN(C(=O)c2cc3c(=O)n(C)c4ccccc4c3n2C)C1 (configuration not stated) | · | 0.7% | · | ? | 10.0% | 3.7% | -19.0% | 0.1% | · | · | 1.1%
CO[C@@H]1COC(=O)CCC[C@@H](C)[C@H](OC)COC(=O)CCC[C@H]1C | · | 1.2%[11.5 µM] | · | -6.8%[11.5 µM] | 0.4%[11.4 µM] | · | -11.4%[11.4 µM] | 1.1%[11.4 µM] | · | · | 0.2%[11.5 µM]
O=C(Cn1nnc2ccccc21)NCc1ccccc1 | i | -1.2% | ? | -10.6% | 15.5% | -0.9% | 10.5% | -6.1% | 2.1% | i | 3.5%
CC(=O)c1c(C)[nH]c(C(=O)Nc2cc(C)ccc2C)c1C | · | 0.3% | · | 16.6% | 12.2% | -0.1% | 9.8% | -1.2% | · | · | 0.1%
c1ccc2oc(CCc3nc4ccccc4o3)nc2c1 | i | 1.8% | i | 21.4% | -4.2% | -3.3% | 14.5% | 2.9% | -4.4% | i | -1.4%
O=C(Nc1ccc2c(c1)OCO2)C1CCN(C(=O)CSc2ncnc3ccccc23)CC1 | i | -14.2% | ? | ? | -8.3% | ? | -21.3% | -3.5% | 36.9%[activator] | ? | -1.6%
CCn1c(COc2ccccc2)nnc1SCC(=O)NC1CCCCC1 | i | 0.6% | i | -3.8% | ? | 4.6% | 8.1% | 3.9% | 7.3% | i | 1.2%
COC(=O)Cn1cnc2c(C#N)c3n(c2c1=O)CCCCC3 | i | -1.2% | i | ? | 15.3% | -12.4% | -8.2% | 0.4% | -11.9% | ? | 0.1%
CC(=O)NCCOC(=O)Nc1ccncc1 | · | 1.6% | · | 3.3% | -1.1% | 5.1% | 10.1% | -0.2% | -1.8% | · | -0.2%
COc1cc(-c2nc(Cc3ccccc3Cl)no2)cc(OC)c1OC | i | -1.3% | i | 24.0% | 14.9% | 8.7% | -1.4% | -0.3% | 2.4% | i | -3.5%
Cc1cccc(CNc2cc(-c3ccoc3)ncn2)c1 | i | -9.9% | i | ? | 15.0% | -5.2% | -7.1% | 0.3%[2.29 µM] | 44.3%[activator] | i | -8.4%
Fc1ccccc1OCCCN1CCOCC1 | i | 0.0% | i | -4.8% | 2.9% | 0.8% | 7.3% | 0.5% | -3.1% | ? | 0.8%
Cc1cc2c(c(=O)n1CCCn1ccnc1)C(c1ccco1)C(C#N)=C(N)O2 (configuration not stated) | i | -4.3% | ? | -15.3% | -4.7% | 6.8% | -12.2% | 1.0% | -2.9% | i | -4.9%
CCCCCN(C(=O)NC(=O)NC(C)CC)S(C)(=O)=O (configuration not stated) | i | 0.1% | i | 4.5% | -0.8% | 4.4% | 1.6% | 1.6% | -6.5% | i | -0.4%
Cc1cccc(N(C)S(=O)(=O)c2cccc3nsnc23)c1 | i | 2.2% | i | 17.4% | 26.9% | ? | -9.0% | 1.0% | -4.8% | i | 0.6%
COCCN1CN(S(=O)(=O)c2ccccc2)c2nc3ccccc3nc21 | i | -4.1% | ? | -14.7% | 11.1% | 5.4% | 12.6% | 3.3% | 11.2% | i | -4.4%
O=C(COc1ccc(S(=O)(=O)N2CCCCC2)cc1)NCc1ccncc1 | i | 0.6% | ? | -16.2% | -0.8% | -2.5% | 12.9% | -0.3% | 3.8% | i | 0.6%
COc1ccc(OC)c(C2C(C#N)=C(N)Oc3c2c(C)nn3-c2cccc(Cl)c2)c1 (configuration not stated) | i | -5.9% | i | -28.5% | 1.3% | ? | -9.7% | -0.2% | -1.4% | i | -6.5%
Cc1ccc(-c2nc3cc(C)ccc3o2)cc1 | · | -1.5% | · | -28.7% | 4.5% | 6.7% | 31.6µM* | 0.398µM* | 2.3% | · | -5.1%
O=C1OCCC1S(=O)(=O)c1ccc2ccccc2c1 (configuration not stated) | i | -0.2% | i | 8.7% | ? | -2.3% | 5.0% | 1.1% | 3.5% | i | -1.0%
O=C(NCC1CCCO1)c1cc(-c2ccccc2)on1 (configuration not stated) | i | -1.1% | i | 12.4% | 2.2% | 3.2% | -18.6% | -0.3% | 1.1% | i | 0.4%
OC(COc1ccc(Cl)cc1)CN1C2=NCCCN2c2ccccc21 (configuration not stated) | i | -0.8% | ? | -9.7% | ? | 44.6% | 2.3% | -0.4% | -1.9% | i | -0.3%
CCc1ccccc1NC(=O)CSc1nnc([C@@H](N)Cc2ccccc2)o1 | i | 2.2% | i | -15.8% | 6.9% | 3.4% | 4.3% | -0.5% | -3.3% | i | 1.0%

Assay outcomes: PubChem, National Center for Advancing Translational Sciences (NCATS)
